Screening data from PubChem.
ALOX12 inh: ALOX12 (human) lipoxygenase inhibition; purified 12hLO, xylenol orange hydroperoxide absorbance; Potency, µM (highest dose often 108 µM), without a hit: top-dose activity change, negative = inhibition, usual class: inhibitors; 1.1% of 580,000 active; active = well fitted inhibition curve with a large enough effect; inconclusive = small, poorly fitted or top-dose-only effect, or another doubt; inactive = no such curve, though single readings can be large or run the other way
Target sequence (P18054 whole entry, looked up): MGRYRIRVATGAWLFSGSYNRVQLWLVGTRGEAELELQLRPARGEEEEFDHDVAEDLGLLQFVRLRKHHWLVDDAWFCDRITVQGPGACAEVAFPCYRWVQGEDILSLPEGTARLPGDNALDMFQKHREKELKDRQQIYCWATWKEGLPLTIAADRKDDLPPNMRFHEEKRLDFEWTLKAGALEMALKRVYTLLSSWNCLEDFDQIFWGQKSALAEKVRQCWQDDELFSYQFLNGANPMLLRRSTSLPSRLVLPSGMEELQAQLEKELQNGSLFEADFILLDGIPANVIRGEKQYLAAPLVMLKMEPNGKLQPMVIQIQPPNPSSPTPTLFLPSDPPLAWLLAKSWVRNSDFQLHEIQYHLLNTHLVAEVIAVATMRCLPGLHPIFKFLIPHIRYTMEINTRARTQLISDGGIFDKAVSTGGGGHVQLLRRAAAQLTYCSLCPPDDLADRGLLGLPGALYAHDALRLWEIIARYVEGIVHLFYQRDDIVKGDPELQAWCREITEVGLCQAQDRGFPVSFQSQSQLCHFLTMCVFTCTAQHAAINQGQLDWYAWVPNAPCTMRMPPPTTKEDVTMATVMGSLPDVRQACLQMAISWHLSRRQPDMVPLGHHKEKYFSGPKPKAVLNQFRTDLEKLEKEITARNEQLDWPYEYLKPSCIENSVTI
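Hydroperoxide product was detected by ferrous iron/xylenol orange as the 573 to 405 nm absorbance ratio. Arachidonic acid at 40 uM (final) was turned over for 30 min at room temperature by 150 nM human 12hLO, pH 7.0 Hepes buffer, after 15 min compound preincubation.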
* hit, by the source's call; ? = inconclusive; [ ] = remark or other dose. % is set by controls: 0 for no effect and ±100 for the full control effect; potency is the fitted concentration of half-maximal effect.

ALOX12 inh	Structure
50%[activator]	Cn1nc2n(c1=O)CCN(C(=O)c1cccc(C#N)c1)CC2
17%	O=C(Cn1nnc(-c2ccccc2)n1)N1CCCC(c2nc3ccccc3s2)C1 (stereo not drawn)
-3%	O=C(CCC(=O)N1CC=C(c2c[nH]c3ncccc23)CC1)c1ccc(F)cc1
-5%	O=C(Cc1cccc(Cl)c1)N1CCc2nc(-c3ccccc3)nc(-c3ccc(Cl)cc3)c2C1
-18%	O=C(Nc1nn[nH]n1)c1cccc(S(=O)(=O)N2CCOCC2)c1
?	COc1ccccc1C(=O)N1CCC2(CC1)C(=NC1CCCCC1)NC(=O)N2c1cc(F)cc(F)c1
?	O=C(NCCC(c1ccccc1)c1ccccc1)c1cncc(Br)c1
17%	Cc1nc(-c2c3n(c(=O)n(CC(=O)Nc4ccc(F)c(Cl)c4)c2=O)CCCC3)no1
8.9µM*	Cc1cc(NC(=O)CN2C(=O)NC(c3ccc(Cl)cc3)C3=C2COC3=O)ccc1Br (stereo not drawn)
?	O=C(Cc1ccccn1)N1CC(=O)N2[C@H](CO)[C@@H](c3ccc(Br)cc3)[C@H]2C1

ALOX12 inh	Structure
46%[activator]	O=C1CCCCCN1C1CCN([S+](=O)([O-])c2cccc(C(F)(F)F)c2)CC1
-15%	COC(=O)c1sccc1S(=O)(=O)N(CC(=O)Nc1cccc(OC)c1)c1ccc(Cl)cc1
16%	COc1ccc(-c2ccc3nc(-c4ccc(SC)cc4)oc3c2)c(OC)c1OC
?	O=C(c1ncccc1O)N1CCCC(CCc2cccc(C(F)(F)F)c2)C1 (stereo not drawn)
?	Cc1cc(C)n2nc(N(Cc3cccc(C#N)c3)S(=O)(=O)c3ccccc3)nc2n1
21%	CCCNC(=O)c1cc(-c2cccnc2)nc2ccccc12
1%	O=C(c1ccsc1)N1CCCCCC1c1nc(-c2cccnc2)no1 (stereo not drawn)
10%	Nc1nccnc1C(=O)Nc1ccc(OCc2ccccc2)cc1
?	Cc1ccc(NC(=O)CCc2ccc(C#N)cc2)nc1
29%	CCNc1cc(C(=O)N2CCOCC2)c2ccccc2n1

ALOX12 inh	Structure
-15%	CC(C)CC1(C)OCC(CN2CCCCC2)O1 (stereo not drawn)
10%	CS(=O)(=O)NCC(=O)N1CCCCCNC(=O)CC1c1ccccc1 (stereo not drawn)
82%[activator]	O=C1CCN(S(=O)(=O)c2ccccc2)CCCC(C(=O)NC2CCCC2)CCN1 (stereo not drawn)
-4%	O=C1CCC2(CNC(=O)c3ccco3)CCCC=C2N1 (stereo not drawn)
38%	COC[C@@]12CC[C@@H](N3CCOCC3)C[C@H]1CCN(c1nccc(NC(C)C)n1)C2
22%	COC(=O)[C@@H]1C[C@H](NC(=O)c2ccccn2)CN1Cc1cccc2ccccc12
18%	CCNc1ncnc2sc3c(c12)CCN(C(=O)COC)C3
-1%	Cc1ccccc1CC(=O)N(Cc1ccco1)C1CC1
-1%	CCCC(C)C(=O)N1CCCN(C)c2ccccc21 (stereo not drawn)
58%[activator]	COc1nccc(N2CCC(CC(=O)NCCN3CCCCC3)CC2)n1

ALOX12 inh	Structure
5%	COc1ccc(CC(=O)Nc2ccc(N3CCC(NCCCn4cccn4)CC3)cc2)cc1
-11%	CCC(C)Nc1nc(-c2ccccc2O)nc2ccccc12 (stereo not drawn)
20%	COc1ccc(-c2nn(-c3ccccc3C)cc2CN(C)CCN2CCOCC2)cc1F
-4%	COc1cc(C2CC(=O)Nc3nc(C)[nH]c(=O)c32)ccc1OCc1ccccc1C (stereo not drawn)
6%	O=C(NCc1ccc(N2CCCC2)nc1)c1cc(Cl)ccc1O
14%	O=C1CCSc2ccc(C(=O)NNC(=S)NCc3ccccc3)cc2N1
8%	O=C(CN1C(=O)NC2(CCCCC2)C1=O)NCc1cccc(Br)c1
-6%	CC(C)c1noc([C@@H]2CCCN2C(=O)Cn2nnnc2CN(C)C(C)C)n1
6%	O=C(Cc1c(F)cccc1Cl)NC1CCN(c2cc(-c3ccc(F)cc3)[nH]n2)CC1
9%	Cc1nn(-c2ccccc2)c2sc(C(=O)OCC(=O)Nc3ccc(OC(F)F)cc3)cc12

ALOX12 inh	Structure
3%	Cc1cccc(-n2c(SCc3cccc(C#N)c3)nnc2N2CCOCC2)c1
-10%	O=C(CSc1nc2ccccc2o1)c1ccc2ccccc2c1
14%[176 µM]	N#Cc1ccc(CN2CCn3c(nnc3-c3ccccc3)C2)cc1
3%	COc1ccc(Cl)cc1NC(=O)C1c2ccccc2Oc2ccccc21
111%[activator]	O=C1NCC2(CCN([S+](=O)([O-])c3cccs3)CC2)Oc2ccccc21
21%	CN(C)c1cccc(C(=O)N2CCCC(n3cc(-c4nc(C5CC5)no4)nn3)C2)c1 (stereo not drawn)
5%[6.33 µM]	CN(C)C(=O)C1CCc2nnc(C3CCN(C(=O)c4ccc(Cl)cc4Cl)CC3)n21 (stereo not drawn)
-9%[176 µM]	CN(Cc1ccccc1)C(=O)C[C@@H]1CCNC[C@@H]1Cc1cc(-c2ccccc2)on1
8%	O=C1[C@H]2CN(Cc3cccc(Cl)c3F)C[C@H]2C(=O)N1Cc1ccc2c(c1)OCO2
7%	COCCOC1CCN(C(=O)c2cccc(OC)c2)CC1

ALOX12 inh	Structure
-1%	COc1ccc(-c2c(C)c3ccc(OC(=O)c4ccco4)cc3oc2=O)cc1OC
-14%	CCCCOCCCNC(=O)Cn1cnc2c1c(=O)n(C)c(=O)n2C
34%	CCC1c2nccn2CCCN1C(=O)CN1CCCC1=O (stereo not drawn)
37%	CCCCN1C(=O)c2ccccc2C(C(=O)Nc2ccccn2)C12CCCC2 (stereo not drawn)
-24%	CCN1CCN(Cc2cc(=O)oc3c(C)cc(C)cc23)CC1
25%	Cc1ccsc1CNC(=O)Cc1c(F)cccc1Cl
?	N#Cc1cn(CC(=O)Nc2ccc(F)c(F)c2)c2ccccc12
15%	O=C(c1ccncc1)N1CCCN(Cc2cccnc2)c2ccccc21
-22%	O=C(NC1CCCC1)c1cccc2ncccc12
-10%	N#Cc1ccc(F)c(CSc2nnc(N)s2)c1

ALOX12 inh	Structure
-28%	O=C(N[C@H]1CC[C@@]23CCCN2C(=O)CCC[C@H]3[C@H]1Cc1ccccc1)C(c1ccccc1)c1ccccc1
-7%[176 µM]	CN1CCCC2(C1)CN(C)c1ccc(C(=O)NCc3cccs3)cc12 (stereo not drawn)
?	CS(=O)(=O)c1ccc(CC(=O)N[C@H]2CCOC[C@H]2C2CCOCC2)cc1
-12%[176 µM]	COc1cc(-c2cc(-c3ccccc3)nc3c(C)noc23)ccn1
-8%[57.4 µM]	CN(C)CCOc1cc(-c2cn[nH]c2)ccc1NC(=O)C1COc2ccccc2O1 (stereo not drawn)
8%	COc1ccc(C(=O)ON=C2CCCCC2)cc1Br
?	O=C(c1cccc(C(F)(F)F)c1)N1CCOCC2(CN(Cc3cc(F)cc(F)c3)C2)C1
0%	COc1cccc(CC(=O)N2CCC(CC(=O)NCc3ccccc3)C2)c1 (stereo not drawn)
?	CCOC(=O)N1CCC(N2CCCC(CCC(=O)Nc3ccc(OC)c(Cl)c3)C2)CC1 (stereo not drawn)
3%	O=C(Cc1cnc(-c2ccccc2F)s1)Nc1nccs1

ALOX12 inh	Structure
15%	CCn1cc(NC(=O)C[C@H]2NC(=O)c3ccccc3NC2=O)c(C)n1
10%	O=C(c1cc(C2CC2)nc2ccccc12)N1CCC1
10%	CC(OC(=O)c1ccc2c(c1)NC(=O)CS2)C(=O)N1CC(=O)Nc2ccccc21 (stereo not drawn)
?	O=C(CN1CCOCC1)N1N=C(c2cc3ccccc3o2)CC1c1ccco1 (stereo not drawn)
4%	CCN1CCN(C(=O)C2N(c3ccc(OC)cc3)C(=O)C23CCCCC3)CC1 (stereo not drawn)
65%[activator][176 µM]	COc1ccc(NC(=O)N[C@H]2[C@H](O)[C@@H](N(C)CCc3ccccn3)[C@@H]3OC[C@H]2O3)cc1
3%	Cn1c(=O)c2c(nc(N3CCC(C(N)=O)CC3)n2CCCc2ccccc2)n(C)c1=O
52%[activator]	Cc1ccc(C(=O)N2CC(c3nnc(-c4ccncc4)o3)C3(CCOCC3)C2)cc1F (stereo not drawn)
43%[activator][176 µM]	COc1ccccc1C(=O)NC[C@@H]1CC[C@H]2C[C@@H]1C2(C)C
35%[activator]	O=C(c1ccccc1)N1CCC(c2nn(-c3ccc(F)cc3)c(=O)[nH]2)CC1

14 entries from above, sorted by SMILES length, falling.
ALOX12 inh	Structure
65%[activator][176 µM]	COc1ccc(NC(=O)N[C@H]2[C@H](O)[C@@H](N(C)CCc3ccccn3)[C@@H]3OC[C@H]2O3)cc1
?	O=C(c1cccc(C(F)(F)F)c1)N1CCOCC2(CN(Cc3cc(F)cc(F)c3)C2)C1
3%	Cn1c(=O)c2c(nc(N3CCC(C(N)=O)CC3)n2CCCc2ccccc2)n(C)c1=O
10%	CC(OC(=O)c1ccc2c(c1)NC(=O)CS2)C(=O)N1CC(=O)Nc2ccccc21 (stereo not drawn)
?	CCOC(=O)N1CCC(N2CCCC(CCC(=O)Nc3ccc(OC)c(Cl)c3)C2)CC1 (stereo not drawn)
35%[activator]	O=C(c1ccccc1)N1CCC(c2nn(-c3ccc(F)cc3)c(=O)[nH]2)CC1
-8%[57.4 µM]	CN(C)CCOc1cc(-c2cn[nH]c2)ccc1NC(=O)C1COc2ccccc2O1 (stereo not drawn)
4%	CCN1CCN(C(=O)C2N(c3ccc(OC)cc3)C(=O)C23CCCCC3)CC1 (stereo not drawn)
15%	CCn1cc(NC(=O)C[C@H]2NC(=O)c3ccccc3NC2=O)c(C)n1
?	O=C(CN1CCOCC1)N1N=C(c2cc3ccccc3o2)CC1c1ccco1 (stereo not drawn)
0%	COc1cccc(CC(=O)N2CCC(CC(=O)NCc3ccccc3)C2)c1 (stereo not drawn)
-12%[176 µM]	COc1cc(-c2cc(-c3ccccc3)nc3c(C)noc23)ccn1
3%	O=C(Cc1cnc(-c2ccccc2F)s1)Nc1nccs1
8%	COc1ccc(C(=O)ON=C2CCCCC2)cc1Br

(further entries)
ALOX12 inh	Structure
17%	COc1ccc(NC(=O)c2c(C)oc3ccn(Cc4cccc(F)c4)c(=O)c23)cc1F
-1%[176 µM]	O=C(NC[C@H]1OC[C@@H](NCc2ccccc2)[C@@H]1O)c1ccccc1
1%	Cn1c(=O)c2c(ncn2CCCC(=O)Nc2ccc(N3CCCC3=O)cc2)n(C)c1=O
22%	CC(Sc1nc(C(F)(F)F)nc2ccccc12)C(=O)NC(C)(C)C (stereo not drawn)
-59%	COc1ccc(CCNC(=O)Cc2c(C)c3ccc(O)c(C)c3oc2=O)cc1
?	CCN(CC)C(CNS(=O)(=O)c1ccc(C#N)cc1)c1ccsc1 (stereo not drawn)
3%	O=C(COc1cc(F)cc(F)c1)NC1CCS(=O)(=O)C1 (stereo not drawn)
9%[6.33 µM]	O=C(c1cc(C2CC2)nc2onc(C3CCCN3)c12)N1CCCCC1 (stereo not drawn)
?	N#CC1=C(n2cccc2)N(c2ccc(Br)cn2)C2=C(C(=O)CCC2)C1c1cccc(C(F)(F)F)c1 (stereo not drawn)
4%	Cc1ccc(F)cc1C(=O)Nc1ccn2ccnc2n1

The final 2 records of the section before lead into the next.
ALOX12 inh	Structure
?	N#CC1=C(n2cccc2)N(c2ccc(Br)cn2)C2=C(C(=O)CCC2)C1c1cccc(C(F)(F)F)c1 (stereo not drawn)
4%	Cc1ccc(F)cc1C(=O)Nc1ccn2ccnc2n1
15%[176 µM]	CC1=C[C@@H](CN2CCCCC2)[C@H](C(C)C)C[C@H]1Cc1nnc(-c2cncn2C)o1
3%	CN(CCOc1ccc(F)cc1)C(=O)c1cnc2ccccc2n1
18%	CC(=O)c1cn(CC(=O)NCC2(CC(=O)O)CCCCC2)c2ccccc12
52%[activator]	COCCOCC(=O)N1CCC2(CC1)C(OC)CN2c1cccc(F)c1 (stereo not drawn)
-1%	O=C(CC1CCOCC1)NCc1ccc(OC(F)(F)F)cc1
?	Cc1cc(I)ccc1NC(=S)NCCc1ccccc1
-6%	CC(C)c1noc(-c2cn(C3CCN(C(=O)COc4ccccc4)C3)nn2)n1 (stereo not drawn)
-5%	CCn1nc(C(=O)Nc2ccc(OC)c(NC(C)=O)c2)c2ccccc2c1=O
-4%[176 µM]	O=C(NCc1ccccc1)c1nc2c(o1)CCN(Cc1ccc(F)c(Cl)c1)CC2
3%	CC(C)N(C(=O)Cn1cnc2c1c(=O)n(C)c(=O)n2C)c1ccccc1

ALOX12 inh	Structure
?	COc1ccc(CN2CCOc3nc(-c4ccc(C(=O)N(C)C)cc4)ncc3C2=O)cc1
?	COc1ccc(C(=O)NC[C@H]2O[C@@H](CO)[C@@H](O)[C@H]2N2CCc3ccccc3C2)cc1
26%	CC1Cc2ccccc2N1C(=O)COC(=O)c1ccc(-n2cnnn2)cc1 (stereo not drawn)
?	Cc1ccc2[nH]c3c(c2c1)CCCC3
9%	Cc1c(C(=O)N2CC[C@@H]3CCCC[C@H]3C2)sc2ncnc(NCCc3ccccn3)c12
1%	Cc1nc(-c2ccc(F)cc2)sc1CCNC(=O)C1CCCC1
10%	Cc1cnc(C(=O)N2CCCC2c2nc(C3CCOCC3)no2)cn1 (stereo not drawn)
-12%	COc1ccc(C)cc1-n1ccnc1SCC(=O)Nc1nccs1
0%[176 µM]	FC(F)(F)c1cccc(-c2cc(-c3ccncc3)c3cncn3c2)c1
-2%[6.33 µM]	O=C(NC1CC1)c1cc(C2CC2)nc2onc(C3CCCNC3)c12 (stereo not drawn)

ALOX12 inh	Structure
48%[activator]	COc1ccc(N2CCCS2(=O)=O)cc1NS(=O)(=O)c1cc(C)ccc1C
?	CCNC(C(=O)OCC)c1ccc(Cl)cc1 (stereo not drawn)
16%[6.33 µM]	O=C(c1ccc(Cl)cc1)N1CCn2c(nn(-c3ccc(F)cc3)c2=O)C1
?	Cc1noc(C)c1-c1cc2c(cc(C)n2CCN(C)C)c(-c2cccc(O)c2)n1
?	O=C1COc2ccc(Nc3ccccc3)nc2CN1CCOc1ccccc1

These rows are one share of the data, so the mix of outcomes need not match the whole.
